PAFAH1B2 FP inh = blocks human PAF acetylhydrolase 1b catalytic subunit 2; P68402; recombinant PAFAH1B2, FP-rhodamine activity probe, fluorescence polarization; inhibition, % at 3.39 µM; 1.2% of 340,000 active; AID 492953;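 active = inhibition above the mean of all tested compounds plus 3 SD, cut at about 24% in these data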;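 also: 0% = enzyme with DMSO and 100% = wells lacking PAFAH1B2; many of its hits are not listed in these tables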
GSTO1 counter = counter-screen for RBBP9 inhibitors: inhibitors of human GSTO1; P78417; inhibition, % at 5.96 µM; recombinant GSTO1, activity-based probe fluorescence polarization; 1.1% of 300,000 active;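 active = inhibition above the campaign mean inhibition plus 3 SD, cut at about 35% in these data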;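 also: 0% = GSTO1-1 with DMSO and 100% = wells lacking GSTO1-1 enzyme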
Target sequence (P78417 whole entry, looked up): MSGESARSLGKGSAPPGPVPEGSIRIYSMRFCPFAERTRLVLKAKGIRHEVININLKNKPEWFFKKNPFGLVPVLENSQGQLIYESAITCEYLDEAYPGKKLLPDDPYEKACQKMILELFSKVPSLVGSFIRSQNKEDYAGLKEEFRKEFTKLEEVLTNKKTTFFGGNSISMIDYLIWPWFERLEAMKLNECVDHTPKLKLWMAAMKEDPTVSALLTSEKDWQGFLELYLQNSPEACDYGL
PAD4 inh = blocks human protein arginine deiminase 4. recombinant PAD4, RCA probe fluorescence polarization. Q9UM07. inhibition, % at 6.36 µM. 0.41% of 330,000 active;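 active = percent inhibition above a cutoff equal to the mean of all tested compounds plus 3 SD, cut at about 15% in these data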;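 also: 0% = PAD4 with RCA probe and DMSO and 100% = probe without PAD4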
LYPLA1 counter = counter-screen for PME1 inhibitors: inhibitors of human LYPLA1 | O75608 | recombinant LYPLA1, FP-Rh probe fluorescence polarization | inhibition, % at 5.9 µM | 0.16% of 320,000 active | AID 2174;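 active = inhibition above the mean of all tested compounds plus 3 SD, set per campaign, cut at about 14% in these data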;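 also: inhibitors block serine hydrolase probe labeling of LYPLA1 so polarization falls; 0% = enzyme with DMSO and 100% = wells lacking LYPLA1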
Target sequence (O75608 whole entry, looked up): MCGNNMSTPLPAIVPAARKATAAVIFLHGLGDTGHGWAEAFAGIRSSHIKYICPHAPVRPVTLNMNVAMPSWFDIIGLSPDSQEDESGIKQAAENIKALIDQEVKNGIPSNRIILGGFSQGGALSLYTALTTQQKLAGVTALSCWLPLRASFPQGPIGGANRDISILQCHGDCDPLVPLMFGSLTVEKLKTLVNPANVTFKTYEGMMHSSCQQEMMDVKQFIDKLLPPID
LYPLA2 counter = LYPLA2 (human) inhibition in PME1 counter-screen; O95372; recombinant LYPLA2, FP-Rh probe fluorescence polarization; inhibition, % at 5.9 µM; 0.38% of 320,000 active;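 active = inhibition above the screen-wide mean plus 3 SD, limit set per campaign, cut at about 26% in these data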;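 also: 0% = LYPLA2 with DMSO and 100% = wells lacking LYPLA2 enzyme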
PAFAH1B3 inh = PAFAH1B3 (human) inhibition. Q15102. recombinant PAFAH1B3, FP-rhodamine probe, fluorescence polarization. inhibition, % at 3.39 µM. 0.28% of 340,000 active. AID 492972;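 active = inhibition above the screen-wide average of all tested compounds plus 3 SD, cut at about 25% in these data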;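 also: 0% = enzyme with DMSO only and 100% = wells lacking PAFAH1B3 protein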
PME-1 inh = PME-1 (human) inhibition | recombinant PME-1, FP-Rh probe fluorescence polarization | inhibition, % at 5.9 µM | 0.53% of 320,000 active;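 active = inhibition above the campaign mean of all compounds plus 3 SD, cut at about 26% in these data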;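 also: competitive labeling of PME-1 active site by serine hydrolase directed probe; 0% = PME-1 with DMSO and 100% = wells lacking PME-1 enzyme; inhibitors block probe labeling so polarization falls and inhibition rises; many of its hits are not listed in these tables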
pPAFAH inh = inhibitors of human plasma PAF acetylhydrolase (pPAFAH) | 1.5% of 330,000 active | Q13093 | AID 463082 | inhibition, % at 3.39 µM | recombinant pPAFAH, FP-rhodamine probe fluorescence polarization;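 active = inhibition above the mean inhibition across the screen plus 3 SD, cut at about 25% in these data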;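 also: inhibitors block binding of the rhodamine activity-based probe so polarization drops; 0% = enzyme with DMSO and 100% = wells lacking pPAFAH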
Target sequence (Q13093 whole entry, looked up): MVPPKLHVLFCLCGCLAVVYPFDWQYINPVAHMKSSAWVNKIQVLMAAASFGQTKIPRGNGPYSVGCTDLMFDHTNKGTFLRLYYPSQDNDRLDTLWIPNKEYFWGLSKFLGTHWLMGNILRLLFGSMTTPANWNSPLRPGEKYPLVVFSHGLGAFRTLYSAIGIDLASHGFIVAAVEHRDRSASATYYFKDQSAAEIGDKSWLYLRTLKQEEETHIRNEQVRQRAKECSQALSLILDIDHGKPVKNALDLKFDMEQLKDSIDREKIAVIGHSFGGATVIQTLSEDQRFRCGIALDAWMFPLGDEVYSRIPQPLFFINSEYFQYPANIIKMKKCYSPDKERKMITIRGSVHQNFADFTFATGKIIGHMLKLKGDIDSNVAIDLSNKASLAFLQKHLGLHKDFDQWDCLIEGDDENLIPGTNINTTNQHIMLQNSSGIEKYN
PAFAH2 inh = inhibitors of human PAFAH2 | 0.99% of 340,000 active | AID 492956 | inhibition, % at 3.39 µM | Q99487 | recombinant PAFAH2, FP-rhodamine activity probe, fluorescence polarization;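 active = inhibition above the mean over all tested compounds plus 3 SD, cut at about 30% in these data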;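 also: inhibitors block probe labeling of enzyme so polarization drops; 0% = enzyme with DMSO and 100% = wells lacking PAFAH2 protein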
* = called active by the depositor; . = no result given.

SMILES	PAFAH1B2 FP inh	GSTO1 counter	PAD4 inh	LYPLA1 counter	LYPLA2 counter	PAFAH1B3 inh	PME-1 inh	pPAFAH inh	PAFAH2 inh
OCCC1CN(CC2CCCCC2)CCN1C1CCCC1 (configuration not stated)	-1	7	-3	4	1	2	0	1	-1
Cn1c(=O)c(=O)n(C)c2cc(S(=O)(=O)NCCOc3ccccc3)ccc21	.	1	0	2	-4	.	0	0	.
CC1(c2ccccc2)CC(C)(C)N2C(=O)/C(=C3\SC(=S)NC3=O)c3cccc1c32 (configuration not stated)	2	-5	-1	-3	3	6	2	5	0
COc1ccc(OC)c(NC(=O)COC(=O)c2cc3c(s2)CCC3)c1	0	13	-1	-2	-3	6	-9	20	19
CCc1cc2cc(C)ccc2nc1SCC(=O)Nc1cc(C)on1	-4	-1	1	0	4	-5	-4	16	5
CCCC(=O)Nc1ccc(Cc2ccc(NC(=O)CCC)c(C(=O)O)c2)cc1C(=O)O	-1	0	-3	1	0	3	-3	1	-1
CCCOCCc1nnc(N)s1	6	1	-5	0	-1	11	-5	6	2
O=C(CCN1CCCCC1)N=Nc1c(O)[nH]c2ccccc12	1	10	-6	-2	-7	2	1	-3	0
COc1cccc(CNC(=O)CCSCc2ccccc2F)c1	-1	4	2	2	8	6	-2	-2	2
CCN(CC(=O)Nc1ccccc1C(F)(F)F)C(=O)CCSc1ccc(F)cc1	12	-1	-7	1	-5	7	-9	-4	-2
CCc1ccc(/C=N/n2c(COc3ccccc3)n[nH]c2=S)cc1	3	-1	32*	0	7	9	-2	6	3
CCN(C(=O)Cn1c(=O)oc2cc(S(=O)(=O)N3CCCC3)ccc21)c1ccc(OC)cc1	3	6	1	-2	0	-3	-2	-2	-5
CC(C)CN(C(=O)CSc1nn(-c2ccc(Cl)cc2)c(=S)s1)C1CCS(=O)(=O)C1 (configuration not stated)	23	0	-9	2	7	12	12	12	7
CC(=O)c1cccc(NC(=O)c2sc3nc4n(c(=O)c3c2C)CCCC4)c1	0	-6	-1	-3	8	13	-3	0	7
Cc1nonc1C(=O)N1CCCC(Nc2ccc(C(C)C)cc2)C1 (configuration not stated)	3	0	4	2	2	6	0	3	11
CCCCCCCCOC(=O)c1nc(Cl)c(Cl)c(N)c1Cl	2	-2	-2	-10	-6	5	-14	-9	-10
COc1cc(/C=C/C(=O)OCC(=O)NC(=O)NC(C)(C)C)ccc1O	6	4	-5	-1	-3	11	9	3	28
NC(=O)C1CCN(C(=O)CCC(=O)c2ccc(F)cc2)CC1	5	1	-2	-1	0	12	1	7	0
Cc1cc(NC(=O)COC(=O)c2ccc(F)c(S(=O)(=O)N3CCOCC3)c2)no1	1	8	-1	2	8	5	-6	1	9
c1ccc2c(C3=NNC(=NC4CC4)SC3)c[nH]c2c1	5	1	1	5	2	9	5	0	-8
COc1cc(OC)cc(C(=O)N[C@H](C(=O)OCC(=O)Nc2cccc(F)c2)C(C)C)c1	-3	6	-1	-7	-10	3	0	4	8
CCOc1ccc(CN=C(N)N=C(N)N)cc1Cl	-1	-1	-4	-1	20	11	2	2	2
CC1CCN(C(=O)CSc2nc3ccccc3c(=O)n2Cc2ccc3c(c2)OCO3)CC1	-1	-2	3	-4	3	1	-1	7	-2
Nc1ccc2c(c1)Cc1cc([N+](=O)[O-])ccc1-2	0	1	0	4	-1	-4	10	1	0
O=C(Cc1ccc(Cl)cc1)NCC(=O)N1CCN(c2ccccc2)CC1	9	-1	-2	4	3	10	6	9	17
SMILES	PAFAH1B2 FP inh	GSTO1 counter	PAD4 inh	LYPLA1 counter	LYPLA2 counter	PAFAH1B3 inh	PME-1 inh	pPAFAH inh	PAFAH2 inh
CC(C)c1ccc(OCC(=O)Nc2ccc(S(=O)(=O)Nc3ccccn3)cc2)cc1	1	-4	2	0	-3	-7	-16	-4	-13
COc1ccc(CCNC(=O)c2c(O)c3cccc4c3n(c2=O)CC4)cc1OC	-1	7	-2	2	8	7	-6	3	4
CCCc1cc(=O)oc2cc(C)cc(OCC(=O)NCCCN3CCCC3=O)c12	-1	-9	1	-1	1	7	2	0	0
COc1ccc(CN2CC(C(=O)NCCCN3CCCCCC3)CC2=O)cc1 (configuration not stated)	-3	0	0	0	0	2	-4	0	1
CC(=O)Nc1ccc(NC(=O)CN2C(=O)NC3(CCCCCCC3)C2=O)cc1	0	.	1	.	.	3	.	5	-3
CN(CC(=O)Nc1ccc(Cl)c(Cl)c1)C(=O)CNC(=O)C1CCCCC1	2	.	-6	-5	-3	5	-9	0	2
CCC(Cc1ccccc1)NC(=O)Cn1cccc1C(=O)c1ccccc1 (configuration not stated)	1	6	5	-5	-1	1	0	5	-2
COc1ccc(NCc2nnc(SCC(=O)Nc3ccc(OC)cc3OC)o2)cc1	5	-8	-1	5	-2	4	-3	5	-3
CC1CCN(CCCCOc2ccc(Cl)cc2)CC1	1	4	2	0	-7	5	7	-4	-4
COc1cc2[nH]c(=S)n(NC(=O)CC(C)C)c(=O)c2cc1OC	0	14	4	1	-1	3	-1	2	6
CN(C)S(=O)(=O)c1cccc(NC(=O)c2cc3ccccc3o2)c1	2	-10	1	-7	-9	3	-12	-11	7
O=C(CCC1CCCN(C(=O)C2=CCCC2)C1)N1CCN(c2ccccn2)CC1 (configuration not stated)	-5	-7	-7	-1	-7	1	-1	14	9
CC1CC(CCC(=O)NC(=S)Nc2ccc(Cl)cn2)C(=O)O1 (configuration not stated)	-1	3	-4	-1	0	-6	2	0	11
Cc1ccc(C(=O)NNC(=O)/C=C\C(=O)O)cc1	4	3	-1	2	6	5	2	2	0
N#CC1=C(S)N(c2ccc(F)cc2)C2(CCCCC2)NC1=O	6	4	-2	6	2	1	-1	2	6
Cc1cccc(CCNC(=O)COc2cc(=O)n(C)c3ccccc23)c1	5	-6	-4	-1	2	3	0	-2	4
CCn1c(COc2ccc(=O)n(-c3ccccc3)n2)nnc1SCc1ccccc1	5	5	1	-4	-2	15	1	-4	5
N#Cc1nc(-c2ccco2)oc1NCc1cccnc1	5	7	-4	4	6	0	-4	3	8
CN1CCN(c2ccc(-c3cccc(NC(=O)COc4ccccc4)c3)nn2)CC1	-1	-7	-1	2	1	4	2	5	-6
COC(=O)c1ccc(C2C(C(=O)c3cc4ccccc4o3)=C(O)C(=O)N2CCN2CCOCC2)cc1 (configuration not stated)	5	0	-1	1	2	5	4	5	4
Cc1nnc(SCC(=O)n2c3c(c4ccccc42)CCCC3)s1	5	3	7	-7	-5	2	0	0	4
C=CCNC(=O)CCCOc1ccc(C)cc1	4	-3	-2	-5	-3	7	0	17	3
COc1ccccc1N1CCN(C(c2cc3cc(C)ccc3[nH]c2=O)c2nnnn2C2CCCC2)CC1 (configuration not stated)	3	1	1	-4	-5	2	0	1	-2
O=C(Cc1ccccc1)NC1(O)C(=O)c2ccccc2C1=O	.	72*	9	1	-6	.	5	-4	.
CCn1c(CCC(=O)Nc2ccccc2F)nnc1SCC(=O)Nc1ccc(OC)cc1	4	-7	0	-1	1	4	0	3	-1
SMILES	PAFAH1B2 FP inh	GSTO1 counter	PAD4 inh	LYPLA1 counter	LYPLA2 counter	PAFAH1B3 inh	PME-1 inh	pPAFAH inh	PAFAH2 inh
Cc1ccccc1C(=O)N1CCN(c2ccc(NC(=O)CSc3ccc(Cl)cc3)cc2)CC1	31*	3	1	-6	4	4	5	18	-1
CCOC(=O)c1c(/N=C/c2ccccc2O)sc2c1CCC2	2	-2	-6	-4	2	2	-2	4	6
N#CC(C#N)=Cc1cccn1-c1ccc(S(N)(=O)=O)cc1	-3	-4	7	-1	-1	-5	1	-1	-2
COc1ccccc1NS(=O)(=O)c1cccc(C(=O)NCC(c2ccco2)N2CCCC2)c1 (configuration not stated)	3	.	-4	-2	-2	12	1	-4	-5
COc1ccc(C(=O)NCc2nnc(SCC(=O)NC3CCCCC3)o2)cc1	6	2	-1	1	4	-5	-3	4	6
O=c1[nH]c(N/N=C/c2ccccc2Br)nnc1-c1ccccc1	2	-15	-4	-4	-4	10	-105	-4	-5
COc1ccc(Cc2nc(N)nc(N)n2)cc1	-1	6	-4	1	1	4	-6	4	7
Cc1cc(NC(=O)c2sc(Nc3cccc(C(F)(F)F)c3)nc2N)no1	2	-5	0	-4	6	6	23	17	8
COc1cccc(-n2nnnc2S(C)(=O)=O)c1	10	-3	-1	1	7	8	-6	-1	1
O=C(c1ccccc1)c1cnc(Nc2ccc(Cl)c(Cl)c2)s1	1	-5	-2	-2	-3	8	-3	1	-9
COCCCNS(=O)(=O)c1ccccc1	6	1	1	1	-1	2	5	1	-6
CCOc1cccc(/C(O)=C2/C(=O)C(=O)N(Cc3cccnc3)C2c2ccco2)c1 (configuration not stated)	1	1	0	2	-2	5	-1	1	15
COc1ccc(/C=N/Nc2cc(C)nc(NS(=O)(=O)c3ccc(C)cc3)n2)cc1	2	0	-4	-2	4	2	6	1	8
O=C(Nc1cccnc1)OCc1ccccc1	0	4	-4	0	6	13	2	0	-8
Cc1nc(N2CCOCC2)nc(OCCN2CCOCC2)c1[N+](=O)[O-]	0	3	-3	0	-2	4	2	3	5
COC(=O)[C@H](C)NC(=O)Nc1cccc(Br)c1	-1	18	-2	-2	-2	9	1	0	-4
COc1ccc(-n2nc(C(=O)N3CCN(Cc4ccc5c(c4)OCO5)CC3)c3ccccc3c2=O)cc1	3	-2	-2	0	-2	7	-8	-6	-5
CC(=O)Nc1ccc(NC(=S)NC(=O)C2CCCC2)cc1	-1	2	1	-2	4	1	-5	-1	-4
CC1Cc2ccccc2N1C1=CC(=O)CCC1 (configuration not stated)	2	4	0	1	5	2	8	-3	0
Cc1ccccc1NC(=O)COC(=O)CCc1c[nH]c2ccccc12	1	.	7	-1	-1	3	-1	12	4
Cc1cccc2cc(C#N)c(NCCNC(=S)NCCCN3CCOCC3)nc12	-1	2	3	3	6	3	1	8	-7
COc1cccc(NS(=O)(=O)c2csc(C(N)=O)c2)c1	3	3	4	-2	5	1	3	5	-2
Cc1ccccc1C(=O)NNC(=O)/C=C\C(=O)O	6	6	-6	2	5	10	-3	-4	-2
O=c1c(-c2ccco2)[n+]([O-])c2ccccc2n1OCc1ccccc1F	5	5	1	-5	-8	5	-1	-1	1
CSc1nc(-c2ccccc2)nn1C(=O)c1ccc(C)cc1	0	-3	-1	0	-3	-2	-2	2	11
SMILES	PAFAH1B2 FP inh	GSTO1 counter	PAD4 inh	LYPLA1 counter	LYPLA2 counter	PAFAH1B3 inh	PME-1 inh	pPAFAH inh	PAFAH2 inh
CCNC(=O)CN1C(=O)NC2(CCOc3ccccc32)C1=O (configuration not stated)	4	2	-1	2	2	11	3	1	-4
O=C(O/N=C(\c1ccccc1)c1ccncc1)c1ccccc1F	33*	2	-4	-1	-7	4	3	9	53*
Cc1cc(Cl)ccc1Oc1ccccc1C(=O)CC#N	6	20	-8	-6	-6	10	15	24	7
Cc1ccc(S(=O)(=O)Nc2cc(C)nn2-c2ccccc2)cc1	2	9	1	0	4	12	5	1	1
O=C(O)c1cc(S(=O)(=O)N2CCOCC2)ccc1N1CCOCC1	4	-1	1	3	8	4	-4	3	0
O=C(O)c1cc(S(=O)(=O)N2CCN(C(=O)c3ccco3)CC2)c(Cl)cc1Cl	8	2	-9	3	-4	8	-6	-1	2
CCOC(=O)N1CCN(S(=O)(=O)c2ccc(C)cc2)C1c1ccccc1 (configuration not stated)	-2	5	-2	-3	0	3	9	6	1
CCCCOc1ccc(C(=O)Oc2cccnc2)cc1	5	-3	4	3	13	1	1	4	-1

High-throughput results as filed in PubChem BioAssay.

Not all compounds are listed (hit frequency here may not be typical).
